Screening data from PubChem.
FBW7 act: human FBW7 E3 ligase activation, primary screen; Q969H0; AlphaScreen FBW7–phospho-cyclin E peptide binding, activator screen; normalized activity (activation), % at 26.1 µM; 650,000 tested, 0.13% active; in the data active means normalized activity above about 1.9%;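 further: purified mutant Fbw7 with reduced substrate affinity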
Target sequence (Q969H0 whole entry, looked up): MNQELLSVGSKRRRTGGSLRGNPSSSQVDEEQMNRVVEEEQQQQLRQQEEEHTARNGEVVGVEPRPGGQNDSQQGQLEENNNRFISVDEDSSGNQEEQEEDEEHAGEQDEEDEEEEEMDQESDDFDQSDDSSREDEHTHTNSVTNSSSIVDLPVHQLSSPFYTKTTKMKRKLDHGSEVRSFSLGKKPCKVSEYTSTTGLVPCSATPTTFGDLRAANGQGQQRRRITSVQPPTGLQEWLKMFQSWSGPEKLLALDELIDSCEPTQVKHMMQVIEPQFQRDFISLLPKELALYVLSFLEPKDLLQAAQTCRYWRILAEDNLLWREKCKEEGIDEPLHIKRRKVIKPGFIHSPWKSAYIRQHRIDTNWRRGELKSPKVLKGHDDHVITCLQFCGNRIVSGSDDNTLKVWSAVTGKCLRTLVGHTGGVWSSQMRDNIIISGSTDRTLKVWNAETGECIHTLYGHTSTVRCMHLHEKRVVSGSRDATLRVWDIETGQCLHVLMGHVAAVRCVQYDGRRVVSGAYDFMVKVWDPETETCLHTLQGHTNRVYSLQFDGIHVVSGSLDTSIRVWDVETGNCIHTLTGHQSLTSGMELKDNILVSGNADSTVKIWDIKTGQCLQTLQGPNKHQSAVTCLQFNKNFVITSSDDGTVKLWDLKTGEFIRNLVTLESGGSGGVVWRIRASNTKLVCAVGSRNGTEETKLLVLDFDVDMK
GPR151 activ: activators of human GPR151; Q8TDV0; PathHunter beta-arrestin GPR151 cells, luminescence; activation, % at 11.2 µM; 650,000 tested, 1% active; AID 1508602; in the data active means activation above about 4.9%;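 further: 0% = median of compound wells and 100% = cells with positive control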
Target sequence (Q8TDV0 whole entry, looked up): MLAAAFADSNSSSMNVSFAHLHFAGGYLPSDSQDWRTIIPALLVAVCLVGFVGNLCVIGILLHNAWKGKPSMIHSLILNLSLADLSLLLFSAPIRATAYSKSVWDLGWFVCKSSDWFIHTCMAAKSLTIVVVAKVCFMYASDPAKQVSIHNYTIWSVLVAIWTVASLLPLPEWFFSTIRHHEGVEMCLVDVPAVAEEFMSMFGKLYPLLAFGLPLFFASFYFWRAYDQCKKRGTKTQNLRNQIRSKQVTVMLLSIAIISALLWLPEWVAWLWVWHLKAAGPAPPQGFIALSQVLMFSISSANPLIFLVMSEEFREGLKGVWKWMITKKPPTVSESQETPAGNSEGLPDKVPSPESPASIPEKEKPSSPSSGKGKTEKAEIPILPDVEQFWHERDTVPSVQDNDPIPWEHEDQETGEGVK
TEAD-YAP block: TEAD-YAP interaction inhibition. 640,000 tested, 1.4% active. AID 1259422. HEK-TIYL cells, TEAD-Gal4/YAP UAS-luciferase luminescence. inhibition, % at 9.12 µM; in the data active means inhibition above about 32%;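 further: 0% = median of test compound wells and 100% = reference inhibitor wells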
MITF inh: human MITF inhibition, primary screen; inhibition, % at 2.6 µM; 650,000 tested, 0.91% active; AID 1259374; AlphaScreen MITF homodimerization, bead proximity signal; O75030; in the data active means inhibition above about 50%;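 further: 0% = vehicle wells with protein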
* hit, by the source's call; nt = not tested or not shown; & = joins results of further samples.

Every second line gives: FBW7 act, GPR151 activ, TEAD-YAP block, MITF inh
> CC(=O)N1CCC[C@H]1C(=O)N1CCC2(CC1)CC2C(=O)Nc1cc(C)cc(C)c1 (stereo not given in full)
 : 0.1, 0.0, -4, 13
> O=C1CN=C2c3ccccc3N=C(SCc3ccc(Cl)cc3)N12
 : -0.3, -1.1, -17, 7
> O=C1CCC(C(=O)OCc2ccc(Br)cc2)=NN1
 : -0.1, 2.7, 16, 6
> COc1ccc(/C=C/c2cc(C(=O)O)c3ccccc3n2)cc1
 : -0.1, -1.5, 60*, 1
> Clc1ccccc1-c1cnc2ccc(NCc3cccs3)nn12
 : 0.1, 0.4, 2, -2
> CC(=O)Nc1ccc(NC(=O)c2cccc(Br)c2)cc1
 : 0.6, -1.6, 5, 21
> Cc1cc(C)c(C)c(S(=O)(=O)NCCCC(=O)O)c1C
 : 0.0, 1.5, -4, 8
> COCCn1c(SCC(=O)NCCc2ccccc2)nc2cc(C(=O)OC)ccc2c1=O
 : 0.1, -0.1, 1, -7
> CCOC(=O)c1ccc(N2NC(=O)/C(=C/c3cc(Br)ccc3O)C2=O)cc1
 : -0.1, -0.4, 8, 18
> COc1cc(-c2nnc(SCC(=O)c3ccco3)n2C)cc(OC)c1OC
 : 0.1, -0.2, -1, 0
> COc1ccc(NC(=O)CN(C2CCCCC2)S(C)(=O)=O)cc1Cl
 : 0.0, -1.0, 4, 0
> Cc1cnc(C(=O)N2CCc3ccc(NC(=O)Cc4ccccc4F)cc3C2)cn1
 : 0.0, 1.4, 6, 6
> CCOC(=O)c1c(C)c(C(=O)NC(C)(C)C)c(C)n1CC
 : 0.1, -0.2, -2, 9
> Cc1cc(=O)[nH]c(SCC(=O)Nc2nnc(SCc3ccccc3)s2)n1
 : -0.2, 0.6, -12, -17
> O=C(Nc1ccccc1)c1sc(NCC2CCCO2)nc1-c1ccc([N+](=O)[O-])cc1 (stereo not given)
 : -0.2, -1.5, 4, -1
> CCOC(=O)c1ccc(CN(Cc2ccncc2)S(=O)(=O)c2ccc([N+](=O)[O-])cc2)cc1
 : -0.1, 0.0, -3, -10
> COC(=O)C1=C(C)NC2=C(C(=O)CCC2)C1c1cccc([N+](=O)[O-])c1 (stereo not given)
 : 0.5, -0.9, 2, 11
> COCCCNC(=O)c1cc(-c2ccc(OC)c(OC)c2)nc2n[nH]c(-c3ccccc3)c12
 : 0.2, -0.2, 0, 0
> N#CCCCSc1ncccc1-c1nc2ccccc2[nH]1
 : -0.2, 1.2, 3, -2
> c1ncn(CCn2cncn2)n1
 : 0.0, 0.2, 7, -5
> O=C(NC1CCCC1)C(c1ccncc1)N(Cc1cccs1)C(=O)c1csnn1 (stereo not given)
 : -0.1, 2.8, 10, 6
> Cc1ccsc1/C=C1/CN(C)Cc2c1nc1ccccc1c2C(=O)O
 : 0.0, 1.2, -2, 5
> CC1CCN(C(=O)c2cc([N+](=O)[O-])ccc2Cl)CC1
 : -0.2, -0.2, -9, -4
> COc1ccccc1-n1c(O)c(C=Nc2cccc(O)c2)c(=O)[nH]c1=O
 : 0.0, -0.9, 7, -1
> COc1cc([N+](=O)[O-])ccc1NC(=O)Nc1c(C)n(C)n(-c2ccccc2)c1=O
 : 0.0, 2.4, -1, -7
> CCCCn1c(=NC(=O)C(C)(C)C)c(C(=O)OCC)cc2c(=O)n3ccccc3nc21
 : 0.1, 5.3*, 10, 1
> CC(C)CC(=O)N1CCCC(c2nc3c(nnn3Cc3cccc(Cl)c3)c(=O)[nH]2)C1 (stereo not given)
 : -0.1, 0.0, 4, -13
> COc1ccc(OCCCC(=O)NCCc2ccccc2)cc1
 : 0.1, 1.9, -3, -18
> COc1cc(C2NC(C(=O)O)Cc3c2[nH]c2ccccc32)cc(OC)c1OC (stereo not given)
 : -0.2, 0.0, -1, -6
> Fc1ccc(CN(C2=NCCN2)c2c(Cl)cccc2Cl)cc1
 : 0.5, -1.2, 4, -11
> COc1cc(C(=O)Nc2ccc(S(=O)(=O)Nc3ncccn3)cc2)cc(OC)c1OC
 : 0.1, -0.7, 5, 1
> O=C(CNC(=O)c1cccc(F)c1)N/N=C/c1cccc(O)c1
 : 0.0, -0.1, -9, 1
> CC1CC(C)CN(c2nc3c(c(=O)[nH]c(=O)n3C)n2CCCc2ccccc2)C1 (stereo not given)
 : 0.1, 2.1, 1, 9
> O=C(Nc1ccc(C23CC4CC(CC(C4)C2)C3)cc1)c1cccs1
 : 0.0, -2.4, 85*, 14
> FC(F)(F)c1cccc(CNc2nc(Nc3nccc4ccccc34)nc3nc[nH]c23)c1
 : 0.1, 1.8, -4, -2
> Cc1cc(C)n(CCNCc2c(C(=O)N3C[C@@H](C)O[C@@H](C)C3)nc3ccc(Cl)cn23)n1
 : 0.2, 0.0, 4, 3
> O=c1c2ccccc2c(-c2ccccc2)nn1-c1cc([N+](=O)[O-])ccc1N1CCN(CCO)CC1
 : -0.1, -0.9, 3, 2
> O=C1CC(NCCCCO)C(=O)N1c1ccc(Cl)cc1 (stereo not given)
 : 0.1, -1.2, 16, -2
> CC(C)c1nnc(NC(=O)c2ccc(C(=O)C(=O)c3ccccc3)cc2)s1
 : 0.3, 0.1, 0, 22
> CCOc1ccccc1NC(=O)NC1CCCc2ccccc21 (stereo not given)
 : -0.1, -1.2, 11, -3
> Cc1n[nH]c(C)c1S(=O)(=O)NCCc1ccccc1
 : 0.0, 1.1, 2, -5
> O=C(NCC1Cc2c(F)ccc(-c3ccncc3)c2O1)c1cccc(N2CCCC2=O)c1 (stereo not given)
 : -0.2, 0.0, 4, 3
> CSCCC(=O)NCC1Cc2cccc(-c3ncccn3)c2O1 (stereo not given)
 : 0.1, 1.0, 7, 14
> CC(CO)(CO)N=Cc1c(O)n(-c2ccc(Br)cc2)c(=O)[nH]c1=O
 : 0.0, 0.6, 4, -9
> CCOc1ccccc1CNC(=O)C1c2ccccc2C(=O)N2CCc3ccccc3C12 (stereo not given)
 : 0.0, 0.2, 1, 15
> CC(=O)O[C@]1(C(C)=O)CCC2C3C=C(C)C4=CC(=O)CCC4(C)C3CCC21C (stereo not given in full)
 : -0.1, 1.6, -1, 11
> Cc1ccc(C(=O)OCCN(Cc2ccccc2)C2=NS(=O)(=O)c3ccccc32)cc1
 : 0.2, 0.6, 9, 7
> Cc1cc(O)c(C(C)C)cc1NC(=O)Cn1nc(C)c2ccccc2c1=O
 : 0.1, -1.0, 2, 4
> N#Cc1ccc(C(=O)CSc2nnc(-c3ccncc3)o2)cc1
 : 0.2, -0.5, 1, -1
> COc1ccc(-c2nc3cc(NC(=O)COc4ccc(Br)cc4)ccc3o2)cc1
 : 1.7, -1.2, 0, 12
> O=C(Nc1nc(-c2ccc3c(c2)OCO3)cs1)c1ccc([N+](=O)[O-])o1
 : 0.1, 1.4, 15, 7
> N#Cc1cccc(S(=O)(=O)NCC(=O)OCC(=O)c2ccc[nH]2)c1
 : 0.0, 1.4, -2, -3
> O=[N+]([O-])c1ccc(Cl)c(S(=O)(=O)Nc2cc(Cl)c3oc4c(c3c2)CCCC4)c1
 : -0.2, 2.0, 7, 8
> NC(=O)C[n+]1ccc(C(N)=O)cc1
 : 0.0, -0.2, 2, -3
> COc1ccc(C(=O)Oc2ccc(/C=N/NC(=O)c3ccccc3O)cc2[N+](=O)[O-])cc1
 : 0.2, -4.4, -14, 12
> CCOc1ccc(Nc2nc(NCCC3=CCCCC3)nc(N3CCOCC3)n2)cc1
 : 0.2, -0.7, 10, 19
> COc1cc(/C=c2/sc3nc4ccccc4n3c2=O)cc(I)c1OCC(=O)O
 : 0.5, 1.1, 11, 5
> CN(CC(=O)N1CCN(Cc2ccccc2)CC1)S(=O)(=O)c1cnc[nH]1
 : -0.2, -0.2, 8, -8
> CCOC(=O)CCN(Cc1ccc(F)cc1)S(=O)(=O)c1cccc([N+](=O)[O-])c1
 : 0.0, -0.7, 3, 5
> C/C(=C/c1ccccc1)C(=O)N1CCN(c2ccccc2F)CC1
 : 0.1, 1.9, -7, -1

Only MITF inh, for some of the entries so far:
canonical_smiles	MITF inh
Cc1cc(O)c(C(C)C)cc1NC(=O)Cn1nc(C)c2ccccc2c1=O	4
O=C(Nc1ccc(C23CC4CC(CC(C4)C2)C3)cc1)c1cccs1	14
N#Cc1cccc(S(=O)(=O)NCC(=O)OCC(=O)c2ccc[nH]2)c1	-3

The results go on.
Every second line gives: FBW7 act, GPR151 activ, TEAD-YAP block, MITF inh
> O=C(NCCC1=CCCCC1)C(=O)Nc1ccc(F)cc1
 : -0.1, 0.4, -31, 1
> S=C(Nc1ccc2nccnc2c1)N1CCCC1
 : 1.1, -0.6, -3, 3
> Cc1ccc(/C=C2\SC(=O)N(CC(C)C)C2=O)cc1
 : -0.1, 1.1, -2, 0
> O=C(NCc1ccccn1)Nc1ccc(F)cc1F
 : -0.3, -1.2, -8, 4
> COc1cccc(N2C(=O)/C(=C/c3cccnc3)SC2=S)c1
 : 0.2, -0.9, -3, -5
> O=C(N/N=C/c1cccnc1)c1cc(Br)cc(Br)c1O
 : -0.1, 3.3, -8, -4
> O=C(c1ccccn1)N1C2CCC1CC(c1ccc(F)cc1)C2 (stereo not given)
 : 0.0, 0.8, -7, -15
> COc1ccc(N(CC(=O)Nc2cc(Cl)ccc2C)S(C)(=O)=O)cc1
 : 0.5, -0.7, 0, 1
> COC(=O)c1ccc(NC(=O)c2sc3nc(-c4ccc(OC)cc4)cn3c2C)cc1
 : -0.1, -0.3, -6, -5
> N#CCCN(N)C(=S)Nc1ccc(Cl)cc1
 : 0.0, 0.2, 2, -7
> Cc1occc1-c1nnc(SCC(=O)NC(C)(C)C)n1C(C)c1ccccc1 (stereo not given)
 : -0.1, 2.0, 5, 0
> CCc1ccc(C2=NC(c3ccc(OC)cc3)NC(c3cc(Cl)ccc3O)C2)cc1 (stereo not given)
 : 0.0, 0.3, -8, 8
> O=C1CCCN1CCn1cnc2c(Nc3ccccc3)nc(N3CCOCC3)nc21
 : 0.0, -0.9, -22, 4
> CN(C)c1ccc(/C=C/c2[nH]c(=O)[nH]c(=O)c2[N+](=O)[O-])cc1[N+](=O)[O-]
 : 0.3, -0.3, 2, -3
> COC(=O)COC(=O)c1c(Cl)ccc(Cl)c1OC
 : 0.0, 0.1, -7, -7
> COc1ccc(C)cc1NC(=O)N(CCN(C)C)C1CCN(CCc2ccccn2)CC1
 : -0.2, 0.1, -3, 7
> CCc1cc(CC)c2sc3ccccc3c(=O)c2c1
 : -0.1, 2.8, -8, -7
> S=C(NCCN1CCCCC1)Nc1ccccc1
 : -0.3, 0.2, 14, -1
> O=C(NCCN1CCN(C(=O)c2ccco2)CC1)C(=O)Nc1ccccc1
 : 0.9, -0.4, 4, 15
> CCOC(=O)c1c(C)nsc1Nc1cc(C)ccc1C
 : 0.6, -0.3, 0, 18
> CCOc1ncccc1C(=O)Nc1ccc(-c2ccccc2)cc1
 : 0.0, -0.3, 3, 5
> CCOc1ccc2nc(SCC(=O)Nc3cccc(C(F)(F)F)c3)sc2c1
 : 0.0, 1.7, 4, -1
> COc1ccc(Cl)cc1Nc1nc(-c2cccnc2)cs1
 : 0.0, -1.2, 1, 2
> Fc1ccc(-c2cnc3ccc(NCc4ccccn4)nn23)cc1
 : -0.7, -0.4, 51*, -6
> COc1ccc(S(=O)(=O)CCC(=O)NCCc2ccc(S(N)(=O)=O)cc2)cc1
 : 0.0, 0.7, -3, -10
> O=C(CSc1ncnc2sc3c(c12)CCC3)Nc1cc(C(F)(F)F)ccc1Cl
 : -0.2, -0.1, 8, -10
> C=CCn1c(=S)[nH]c2cc(C(=O)NC3CCCC(C)C3C)ccc2c1=O (stereo not given)
 : -0.1, -0.2, 6, 3
> CC(=O)c1ccc(OCCN2CCN(C)CC2)cc1
 : -0.3, -0.8, -3, 66*
> CCN(CC)CCNC(=O)c1ccc(N)cc1
 : 0.8&0.0&0.3&0.2, -2.1&0.0&-0.3&0.0, 2&6, 13&0&8&-6
> CC(=O)Nc1ccc(-c2csc(Nc3cccc(C(=O)O)c3)n2)cc1
 : 0.3, -1.1, 13, 17
> O=C(Nc1ccc(N2CCOCC2)cc1)c1ccc2nc(NC3CCC(O)CC3)sc2c1 (stereo not given)
 : -0.1, -1.6, -40, -6
> CCOc1ccc(S(=O)(=O)NCCc2sc(-c3ccc(OC)cc3)nc2C)cc1
 : -0.1, -0.1, -11, -6
> Nc1nccc(-c2ccc3nc(C4CCc5ccc(C(=O)NC6CC6)cc5C4)[nH]c3c2)n1 (stereo not given)
 : 1.1, -2.2, 0, 17
> CCOC(=O)c1cccc(OCC(O)CN(C)Cc2ccc(C)o2)c1 (stereo not given)
 : -0.2, -1.2, -2, 43
> Cc1nc(Nc2ccccc2F)c2c3c(sc2n1)CCCC3
 : 0.1, -1.6, -1, 7
> COC(=O)N/N=C(\C)c1ccccc1Cl
 : 0.1, 1.2, 10, 0
> COc1ccc2c(c1)C(=O)C(OC(=O)NS(=O)(=O)c1ccc(F)cc1)[C@H](c1ccc(OC)c(Br)c1)O2 (stereo not given in full)
 : 0.0, 1.9, nt, 2
> O=C(NN=C1CCCCC1)c1n[nH]c2c1CCC2
 : 0.3, -0.6, 57*, 18
> O=C(Nc1ccccc1C(F)(F)F)c1ccccc1[N+](=O)[O-]
 : 0.1, -0.7, 0, -13
> CC(C)N(CCNc1nc(Nc2nc3ccccc3n2C)nc2c1ncn2-c1ccccc1)C(C)C
 : -0.4, -0.6, 19, -10

Exported comma-delimited: part of the list above.
mol,FBW7 act,GPR151 activ,TEAD-YAP block,MITF inh
Nc1nccc(-c2ccc3nc(C4CCc5ccc(C(=O)NC6CC6)cc5C4)[nH]c3c2)n1 (stereo not given),1.1,-2.2,0,17
COc1ccc2c(c1)C(=O)C(OC(=O)NS(=O)(=O)c1ccc(F)cc1)[C@H](c1ccc(OC)c(Br)c1)O2 (stereo not given in full),0.0,1.9,nt,2
O=C(Nc1ccc(N2CCOCC2)cc1)c1ccc2nc(NC3CCC(O)CC3)sc2c1 (stereo not given),-0.1,-1.6,-40,-6
